Abeta yeast res = A-beta toxicity reversal in yeast | Potency, µM (series often up to 46.1 µM), for inactives: at the top dose growth rescue, usual class: activators | yeast expressing A-beta42, growth rescue, OD600, 48 h; response scale: 0% DMSO, 100% iron-clioquinol control | 0.063% of 410,000 active; further: potency means the concentration at half of the fitted maximal effect; nearly all actives have a fitted effect of over 55% in size
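Yeast A-beta toxicity model in growth medium with pinned compounds, 48 h at 30 C; growth read as absorbance at 600 nm. Normalized to FeCl3/clioquinol equimolar mix (positive) and DMSO (negative).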
GLP1R ag = agonists of human GLP-1 receptor | P43220 | HEK293 GLP-1R CRE-luciferase, luminescence, 4-6 h; cells express a hypersensitive GLP-1R form | Potency, µM (top dose mostly 45.6 µM), for the others: at the top dose activation, hits mostly activators | 0.007% of 380,000 active | AID 624172; further: potency means the concentration at half of the fitted maximal effect; % of control where 0% means no effect
Target sequence (P43220 whole entry, looked up): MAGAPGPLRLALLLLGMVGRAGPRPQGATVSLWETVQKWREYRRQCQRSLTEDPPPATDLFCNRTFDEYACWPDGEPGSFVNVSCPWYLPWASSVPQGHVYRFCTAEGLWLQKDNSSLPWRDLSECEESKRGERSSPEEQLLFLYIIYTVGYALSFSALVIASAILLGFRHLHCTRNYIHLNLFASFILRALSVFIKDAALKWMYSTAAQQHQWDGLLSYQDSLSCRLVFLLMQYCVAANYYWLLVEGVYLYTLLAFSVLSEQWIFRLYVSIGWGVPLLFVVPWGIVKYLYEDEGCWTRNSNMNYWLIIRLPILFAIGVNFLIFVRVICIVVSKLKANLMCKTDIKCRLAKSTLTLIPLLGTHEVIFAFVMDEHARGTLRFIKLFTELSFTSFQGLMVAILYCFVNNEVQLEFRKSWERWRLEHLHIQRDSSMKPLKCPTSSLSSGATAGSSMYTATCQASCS
aSyn yeast inh = rescues yeast growth from alpha-synuclein toxicity; Yeast expressing alpha-synuclein, growth rescue, BacTiter-Glo, 24 h; 0.14% of 370,000 active; Potency, µM (top dose mostly 46.1 µM), inactives show at the highest dose growth rescue (activation), usual class: activators; AID 652106; further: potency means the concentration at half of the fitted maximal effect; % of control where 0% means no effect; nearly all actives have a fitted effect of over 65% in size
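Rescue of yeast growth: cells expressing toxic alpha-synuclein, induced in galactose at OD600 0.02, incubated with compound 24 h at 30 C. ATP luminescence quantified growth; inhibitors of toxicity appear as activators.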
DRD3 antagonist = antagonists of human D3 dopamine receptor. P35462. D3R cells, DiscoveRx beta-arrestin luminescence, antagonist mode; hits give low values. max response, negative = inhibition, %. 2.5% of 360,000 active. AID 652054; in the data active means max response below about -50%; inconclusive means no clear call, values can overlap the other calls; further: on the % scale 0 is the no-effect control and ±100 the full control effect; mostly tested at two doses, the higher about 12 µM
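Cells expressing the human receptor were seeded at 1500 cells/well, incubated overnight at 37 degrees C in 5% CO2, then exposed to library compounds with dopamine controls for 90 minutes at 37 degrees C before luminescent detection.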
TDP-43 yeast inh = TDP-43 toxicity inhibition in yeast; Potency, µM (titrated, usually from 46.1 µM), for the others: at the highest dose growth rescue (activation), usual class: activators; 1.8% of 410,000 active; TDP-43 expressing yeast growth rescue, BacTiter-Glo, 24 h; further: potency means the concentration at half of the fitted maximal effect; % of control where 0% means no effect; nearly all actives have a fitted effect of over 50% in size
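Growth rescue of TDP-43-toxic yeast measured as ATP luminescence (BacTiter-Glo). Cells grown to mid-log in raffinose, induced in galactose at OD600=0.02, exposed to compound 24 hr at 30 deg C.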
FUS suppressor = FUS proteinopathy suppression in yeast | 0.24% of 390,000 active | S. cerevisiae FUS-expressing, growth rescue, OD600, 24 h | AID 1347120 | Potency, µM (doses to about 76.6 µM), without a hit: top-dose growth rescue (activation), hits mostly activators;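 further: potency means the concentration at half of the fitted maximal effect; plate controls were DMSO vehicle for no effect and reference control for full effect; nearly all actives have a fitted effect of over 55% in size; some results filed as inactive show a strong effect at the top dose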
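Galactose (2%) drives FUS expression in yeast precultured in raffinose; seeding density OD 0.005. Test compounds incubated 24hr at 30C and 99% humidity before absorbance at 600 nm was measured.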
GLP-1R inv ag = inverse agonists of human GLP-1 receptor; P43220; HEK293 GLP-1R CRE-luciferase, luminescence, 24 h; GLP-1R form is constitutively active; Potency, µM (doses to about 38.3 µM), without a hit: at the top dose activity change, negative = inhibition, hits mostly inhibitors; 1.6% of 410,000 active; AID 624417; further: potency means the concentration at half of the fitted maximal effect; on the % scale 0 is the no-effect control and ±100 the full control effect; nearly all actives have a fitted effect of over 55% in size
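Constitutively active GLP-1R drives a cAMP-responsive luciferase in stably transfected HEK293 cells; test compounds are added after overnight (12 h) attachment and left 24 hr, and signal loss in luminescence marks inhibition.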
PTHR1 ag = agonists of human PTHR1 parathyroid hormone receptor. HEK293 GP2 PTHR1 cells, GloSensor cAMP luminescence, 1 h. AID 743266. Q03431. Potency, µM (highest dose often 115 µM), without a hit: at the highest dose activation, usual class: activators. 0.075% of 410,000 active; further: potency means the concentration at half of the fitted maximal effect; nearly all actives have a fitted effect of over 55% in size; some results filed as inactive show a strong effect at the top dose; inactives centre near -15; many of its hits are not listed in these tables
Target sequence (Q03431 whole entry, looked up): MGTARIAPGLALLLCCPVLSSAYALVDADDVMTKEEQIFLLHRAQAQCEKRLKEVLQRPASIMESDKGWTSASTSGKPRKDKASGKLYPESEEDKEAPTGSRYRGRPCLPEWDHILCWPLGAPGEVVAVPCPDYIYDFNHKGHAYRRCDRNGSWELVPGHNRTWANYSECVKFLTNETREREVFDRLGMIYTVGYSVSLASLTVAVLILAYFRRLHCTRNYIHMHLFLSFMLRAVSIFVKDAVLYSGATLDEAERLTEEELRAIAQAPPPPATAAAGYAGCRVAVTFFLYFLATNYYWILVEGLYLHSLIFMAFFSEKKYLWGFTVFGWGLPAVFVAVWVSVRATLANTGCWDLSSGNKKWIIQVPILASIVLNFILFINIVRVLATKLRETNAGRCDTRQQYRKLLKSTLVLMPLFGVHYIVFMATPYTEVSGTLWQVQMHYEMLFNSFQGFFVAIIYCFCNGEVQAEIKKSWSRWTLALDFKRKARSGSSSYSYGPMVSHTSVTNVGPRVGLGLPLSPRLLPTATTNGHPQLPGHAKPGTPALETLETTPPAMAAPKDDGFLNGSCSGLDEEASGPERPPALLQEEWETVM
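HEK-293-derived GP2 cells expressing PTHR1 and a GloSensor cAMP reporter, 3,000/well, plated overnight, given luciferin plus IBMX (each 0.5 mM as added) for 1 h at 37 °C, then compound for 1 h at 37 °C. Luminescence was read after 15 min at room temperature.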
Akt phos inh = inhibitors of Akt phosphorylation; Neuro2A IGF-stimulated pAkt S473 HTRF, 20 min; hits give low values; 0.32% of 360,000 active; AID 651550; activity change, % for hits at 50 µM; in the data active means activity change below about -80%; inconclusive means mostly about -51% to -80%; further: on the % scale 0 is the no-effect control and ±100 the full control effect
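Neuro2A cells (4,500/well, DMEM with 0.5% FBS) were treated with compound at a single 50 µM final concentration, stimulated with 6 nM IGF for 20 min at 37 °C, and lysed. Phospho-Akt Ser473 was read by HTRF as 665/615 ratio ×10^4.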
* = called active by the depositor; i = inactive; ? = inconclusive; · = no result given; & = joins results of further samples; [ ] = another dose, or the depositor's remark. Unless noted, the call rests on the fitted dose curve; in most records, active means well fitted curve in the direction sought with a large enough effect; inconclusive means small, poorly fitted or top-dose-only effect, or another doubt; inactive means no such curve, though single readings can be large; an effect the other way counts as inactive or inconclusive. The list is partial; rates above refer to the full screens.

The line under a structure holds: Akt phos inh, GLP1R ag, FUS suppressor, aSyn yeast inh, PTHR1 ag, DRD3 antagonist, Abeta yeast res, GLP-1R inv ag, TDP-43 yeast inh
O=C(CSc1n[nH]c(-c2ccc(S(=O)(=O)NC3CCCCC3)cc2)n1)N1CCCC1
→ i, 0%, 16%, 5%, i, 8, 1%, 9%, -16%
O=C1NC2(CCCCCC2)N=C1c1ccc(Br)cc1
→ i, 5%, -5%, -11%, -6%, ?, 22%, 17%, 6%
C=CCNC(=O)c1cc2cc(Cl)ccc2nc1N
→ i, 5%, -12%, -7%, -2%, ?, -17%, 10%, 7%
O=C(O)CNC(=O)C1(N2C(=O)c3ccccc3C2=O)CCCC1
→ i, -6%, -4%, 0%, -22%, -7, -12%, 7%, 15%
C/C(CC(=O)Nc1cc(Cl)ccc1Cl)=N\NC(=O)c1ccco1
→ i, -10%, 48%, 7%, i, -16, 13%, -46%, 8%
CCN1CCN(c2ccc([N+](=O)[O-])cc2C(=O)c2ccc(Cl)cc2)CC1
→ i, 7%, -4%, 5%, -8%[57.5 µM], -56*, -1%, ?, -9%
CCCNC(=O)c1ccccc1NC(=O)COc1cccc2c1OC(C)(C)C2
→ i, 6%, 25%, 1%, -8%, 2, 19%, ?, 19%
CCn1cc(S(=O)(=O)CC(=O)Nc2cccc(C)c2)c2ccccc21
→ i, 3%, -25%, 0%, i, 11, -5%, -23%, 13%
O=C(Nc1ccc([N+](=O)[O-])cn1)C1CCCCC1
→ i, 0%, -5%, -7%, -3%, 2, 2%, 16%, 5%
COc1ccc(-c2nc(S(=O)(=O)c3ccccc3)c(N3CCCC3)o2)cc1
→ i, -4%, -23%, 1%, i, 0, 6%, 4%, 11%

Single records (already shown):
Shown for `C/C(CC(=O)Nc1cc(Cl)ccc1Cl)=N\NC(=O)c1ccco1` → Akt phos inh = i; GLP1R ag = -10%; FUS suppressor = 48%; aSyn yeast inh = 7%; PTHR1 ag = i; DRD3 antagonist = -16; Abeta yeast res = 13%; GLP-1R inv ag = -46%; TDP-43 yeast inh = 8%
Shown for `O=C(O)CNC(=O)C1(N2C(=O)c3ccccc3C2=O)CCCC1` → Akt phos inh = i; GLP1R ag = -6%; FUS suppressor = -4%; aSyn yeast inh = 0%; PTHR1 ag = -22%; DRD3 antagonist = -7; Abeta yeast res = -12%; GLP-1R inv ag = 7%; TDP-43 yeast inh = 15%

Carrying on:
The line under a structure holds: Akt phos inh, GLP1R ag, FUS suppressor, aSyn yeast inh, PTHR1 ag, DRD3 antagonist, Abeta yeast res, GLP-1R inv ag, TDP-43 yeast inh
CCOCCc1nn2c(=O)cc(COC(=O)CNC(=O)c3cccc(C)c3)nc2s1
→ ·, ·, 23%, ·, -31%[inhibitor], ·, 0%, 18%, -7%
CC(=O)Nc1ccc(N=c2cc([N+](=O)[O-])cc(Cl)n2O)cc1
→ i, 7%, 8%, -1%, i, 3, 5%, 75%[activator], -7%
CN(C)CCNCc1ccc(OC2CCCC2)cc1
→ -114%*, -8%, 0%, 10%, -11%, -13, 2%, 2%, -7%
O=C(CSc1ncccn1)Nc1ccc2c(c1)OCO2
→ i, 7%, 2%, 3%, i, 7, 12%, 7%, 2%
CCNC(=O)C1(C)CCCN1C(=O)c1cc(C)on1 (stereo not given)
→ i, 7%, -19%, -3%, i, -17, -21%, 17%, 17%
Cc1ccn(Cc2n[nH]c(=S)n2Cc2ccccc2)n1
→ i, 11%, 16%, -6%, -10%[57.5 µM], 9, 14%, -14%, -11%
CCOC(=O)C1CCCN(S(=O)(=O)c2cc(-c3cc(C)no3)ccc2OC)C1 (stereo not given)
→ ·, ·, 13%, ·, -37%[inhibitor], ·, 0%, 1%, ?
CCCn1c(=O)sc2cc(NC(=O)c3ccc(OC)c(Br)c3)ccc21
→ ·, 1%, 36%, ·, -40%[inhibitor], ·, -3%, 10µM*, ?
COc1ccc(N2CCN(C(=O)CCc3ccc(S(=O)(=O)NCC(C)C)cc3)CC2)cc1
→ i, 0%, 9%, 14%, -39%[inhibitor][57.5 µM], -7, -9%, ?, ?
COc1ccc(N(CC(=O)NCc2ccccc2Cl)S(=O)(=O)c2c(C)noc2C)cc1
→ i, 2%, 16%, 1%, -15%, 0, 1%, ?, -7%
O=C(Cn1c(=O)n(Cc2ccccc2)c(=O)c2ccccc21)NCc1ccco1
→ i, -3%, 12%, -4%, ?, -19, 2%, ?, -7%
CCn1c(O)c2ccc(C(=O)N=NC(=O)c3ccccc3)cc2c1O
→ i, -13%, -8%, 1%, -25%, -2, 4%, 4%, 8%
COc1ccc(-n2cc(C(=O)NCc3ccc(Cl)cc3)c3ccccc3c2=O)cc1
→ ·, ·, -10%, ·, -34%[inhibitor], ·, -10%, -12%, -2%
COc1cccc(CNC(=O)Cc2ccc(Br)cc2)c1
→ i, 2%, -7%, 6%, i, -5, -5%, 17%, 28%
O=C(C1CCN(S(=O)(=O)c2cnc[nH]2)CC1)N1CCc2ccccc2C1
→ i, -5%, 11%, -1%, -10%[57.5 µM], 2, 0%, 1%, 12%
Cn1ccc2c(OCC(=O)NCc3ccccc3Cl)cccc2c1=O
→ ·, ·, 12%, ·, i, ·, -3%, 6%, ?
O=C(Nc1ccccc1C(=O)O)c1cc(S(=O)(=O)N2CCCCC2)c(Cl)cc1Cl
→ i, 5%, 10%, -8%, -29%, 109, -6%, 112%[activator], 12%
CCN(CC)CCCNc1nc(-n2nc(C)cc2C)nc2sc3c(c12)CC(C)(C)OC3
→ i, -4%, 15%, 4%, i, 6, -16%, ?, 3%
CCNC(=O)NC(=O)CSc1ccc(NC(C)=O)cc1
→ i, 1%, -4%, 6%, 0%[57.5 µM], 3, -5%, 2%, -4%
O=C(NCCCN1CCOCC1)C1Cc2c(ccc3ccccc23)O1 (stereo not given)
→ i, 8%, 13%, -2%, -16%, -14, 2%, 6%, -20%

Six compounds out of the list above, sorted by their value in GLP-1R inv ag, rising.
SMILES | GLP-1R inv ag
CCn1cc(S(=O)(=O)CC(=O)Nc2cccc(C)c2)c2ccccc21 | -23%
Cc1ccn(Cc2n[nH]c(=S)n2Cc2ccccc2)n1 | -14%
COc1ccc(-n2cc(C(=O)NCc3ccc(Cl)cc3)c3ccccc3c2=O)cc1 | -12%
COc1ccc(-c2nc(S(=O)(=O)c3ccccc3)c(N3CCCC3)o2)cc1 | 4%
O=C(NCCCN1CCOCC1)C1Cc2c(ccc3ccccc23)O1 (stereo not given) | 6%
COc1cccc(CNC(=O)Cc2ccc(Br)cc2)c1 | 17%

The results go on.
The line under a structure holds: Akt phos inh, GLP1R ag, FUS suppressor, aSyn yeast inh, PTHR1 ag, DRD3 antagonist, Abeta yeast res, GLP-1R inv ag, TDP-43 yeast inh
O=C(Nc1ccc([N+](=O)[O-])cc1)Nc1cnccn1
→ i, 4%, 10%, -10%, -17%, -12, 5%, -27%, 7%
Cc1ccc2c(CN3CCOCC3)cc(=O)oc2c1
→ i, -1%, 3%, 2%, i, 0, 5%, 10%, 12%
COc1ccccc1/C=C/C=N/n1c(C2CCCCC2)n[nH]c1=S
→ i, -4%, 21%, 1%, i, ?, 16%, ?, 0%
CCN1C(=O)[C@@H]2[C@@H](c3ccc(-c4ccccc4)cc3)N3CCCC[C@@]3(C(=O)OC)[C@@H]2C1=O
→ i, 2%, ?, 12%, i, 21, 3%, ?, -2%
CCN1CCN(Cc2ccc(NC(=O)c3ccc(C)c(NC(=O)N4CCNC4=O)c3)cc2C(F)(F)F)CC1
→ i, -6%&11%&1%, -8%&-2%&-2%, 3%&-2%&-3%, -28%&-19%, -17&1&-15, -1%&2%&-7%, ?, 14%&6%&13%
O=C(CSc1nc2[nH]ncc2c(=O)n1-c1ccc(Cl)c(Cl)c1)NCc1ccccc1Cl
→ i, 1%, ?, 3%, -29%, 10, 0%, ?, 15%
CCn1nnc(-c2ccccc2NC(=O)C(F)(F)F)n1
→ i, -2%, 13%, 3%, 0%[57.5 µM], 4, -10%, 4%, 9%
Nc1ccccc1C#CC(=O)c1ccccc1
→ i, -3%, -24%, -21%, -92%[inhibitor], ?, 7%, ?, ?
Cc1c(C(=O)c2ccc(Cl)cc2Cl)cnc2cc3c(cc12)OCO3
→ i, 15%, 19%, 3%, -8%[57.5 µM], 22, -32%[inhibitor], ?, ?
COc1ccccc1C(=O)N(Cc1sccc1C)C1CCS(=O)(=O)C1 (stereo not given)
→ i, 9%, 15%, 0%, i, -2, 11%, 2%, 0%
O=C(NCCc1c[nH]c2ccccc12)C(=O)Nc1ccccc1
→ i, 14%, -8%, 0%, -15%, 0, 0%, ?, -3%
COC(=O)c1ccc(OCC(=O)NC(C)(C)C)cc1
→ i, 9%, -12%, 6%, i, 10, 19%, 4%, 18%
O=C(CNC(=O)c1ccccn1)N=Nc1c(O)[nH]c2ccccc12
→ i, 3%, 13%, -1%, i, 15, -3%, 11%, -3%
Cc1ccc(Nc2c(-c3cccnc3)nc3ccc(Cl)cn23)cc1
→ ·, ·, -17%, ·, -6%, ·, 0%, 6%, 13%

In a second layout: results already given
> O=C(CNC(=O)c1ccccn1)N=Nc1c(O)[nH]c2ccccc12
  Akt phos inh = i | GLP1R ag = 3% | FUS suppressor = 13% | aSyn yeast inh = -1% | PTHR1 ag = i | DRD3 antagonist = 15 | Abeta yeast res = -3% | GLP-1R inv ag = 11% | TDP-43 yeast inh = -3%
> Cc1ccc(Nc2c(-c3cccnc3)nc3ccc(Cl)cn23)cc1
  Akt phos inh = · | GLP1R ag = · | FUS suppressor = -17% | aSyn yeast inh = · | PTHR1 ag = -6% | DRD3 antagonist = · | Abeta yeast res = 0% | GLP-1R inv ag = 6% | TDP-43 yeast inh = 13%

Source: PubChem BioAssay (National Center for Advancing Translational Sciences (NCATS))
